Bioassay records as filed in PubChem.
GPR151 activ = activators of human GPR151; 650,000 compounds, 1% hits; activation, % at 11.2 µM; Q8TDV0; PathHunter beta-arrestin GPR151 cells, luminescence; AID 1508602; in the data active = activation above about 4.9%;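 note: 0% = median of compound wells and 100% = cells with positive control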
FBW7 act = activators of human E3 ligase FBW7 | Q969H0 | AlphaScreen FBW7–phospho-cyclin E peptide binding, activator screen | normalized activity (activation), % at 26.1 µM | 650,000 compounds, 0.13% hits | AID 1259310; in the data active = normalized activity above about 1.9%;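 note: purified mutant Fbw7 with reduced substrate affinity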
Target sequence (Q969H0 whole entry, looked up): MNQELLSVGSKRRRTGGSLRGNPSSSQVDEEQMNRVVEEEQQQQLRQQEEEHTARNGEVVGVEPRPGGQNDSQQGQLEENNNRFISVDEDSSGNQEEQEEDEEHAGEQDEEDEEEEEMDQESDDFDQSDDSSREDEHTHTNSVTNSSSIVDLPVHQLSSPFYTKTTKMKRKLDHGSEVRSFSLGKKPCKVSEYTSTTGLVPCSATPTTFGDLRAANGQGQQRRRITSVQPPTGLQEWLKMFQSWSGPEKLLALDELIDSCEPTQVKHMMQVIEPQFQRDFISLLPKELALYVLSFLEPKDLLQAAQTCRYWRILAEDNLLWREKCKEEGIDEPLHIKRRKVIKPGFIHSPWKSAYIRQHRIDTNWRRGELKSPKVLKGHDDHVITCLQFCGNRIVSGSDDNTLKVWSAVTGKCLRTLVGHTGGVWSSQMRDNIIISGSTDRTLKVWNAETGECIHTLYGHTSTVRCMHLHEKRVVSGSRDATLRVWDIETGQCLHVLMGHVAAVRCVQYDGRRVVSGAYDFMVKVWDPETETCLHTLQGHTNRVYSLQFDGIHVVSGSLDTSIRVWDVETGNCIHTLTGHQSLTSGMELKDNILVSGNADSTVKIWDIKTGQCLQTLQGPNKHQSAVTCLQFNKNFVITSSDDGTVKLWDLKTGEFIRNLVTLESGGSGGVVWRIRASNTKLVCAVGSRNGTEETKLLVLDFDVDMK
TEAD-YAP inh = TEAD-YAP interaction inhibition; HEK-TIYL cells, TEAD-Gal4/YAP UAS-luciferase luminescence; inhibition, % at 9.12 µM; 640,000 compounds, 1.4% hits; AID 1259422; in the data active = inhibition above about 32%;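 note: 0% = median of test compound wells and 100% = reference inhibitor wells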
MITF inh = human MITF inhibition, primary screen; O75030; AlphaScreen MITF homodimerization, bead proximity signal; inhibition, % at 2.6 µM; 650,000 compounds, 0.91% hits; AID 1259374; in the data active = inhibition above about 50%;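 note: 0% = vehicle wells with protein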
Active calls of the source: *; · = no result given. Hits appear at their usual frequency. Share with any hit: about 3.4%.

The first six records (preview)
Values run as follows: GPR151 activ	FBW7 act	TEAD-YAP inh	MITF inh
#1 O=C(/C=C/c1ccc([N+](=O)[O-])cc1)Nc1ccc(Br)cc1C(=O)O
 : 0.1	-0.1	-11	-7
#2 Cc1cccc(C(=O)NC2CCN(CC(=O)N3CCOCC3)CC2)c1
 : 0.1	0.0	1	13
#3 Cc1ccc2c(c1)cc(CN(C(=O)c1ccco1)C1CCCCC1)c1nnnn12
 : -0.7	0.1	-4	-6
#4 C/C(CC(=O)Nc1ccc(Cl)cc1)=N\NC(=O)C(=O)NCCO
 : 1.4	0.0	-10	3
#5 CCCCC(CC)CNS(=O)(=O)c1ccccc1 (stereo not given)
 : 0.1	0.5	5	16
#6 CC(C)n1cnc2c(Nc3ccccc3)nc(Nc3ccc(-n4ccnc4)cc3)nc21
 : -0.5	-0.2	19	0

This part in full (from the top)
Values run as follows: GPR151 activ	FBW7 act	TEAD-YAP inh	MITF inh
#1 O=C(/C=C/c1ccc([N+](=O)[O-])cc1)Nc1ccc(Br)cc1C(=O)O
 : 0.1	-0.1	-11	-7
#2 Cc1cccc(C(=O)NC2CCN(CC(=O)N3CCOCC3)CC2)c1
 : 0.1	0.0	1	13
#3 Cc1ccc2c(c1)cc(CN(C(=O)c1ccco1)C1CCCCC1)c1nnnn12
 : -0.7	0.1	-4	-6
#4 C/C(CC(=O)Nc1ccc(Cl)cc1)=N\NC(=O)C(=O)NCCO
 : 1.4	0.0	-10	3
#5 CCCCC(CC)CNS(=O)(=O)c1ccccc1 (stereo not given)
 : 0.1	0.5	5	16
#6 CC(C)n1cnc2c(Nc3ccccc3)nc(Nc3ccc(-n4ccnc4)cc3)nc21
 : -0.5	-0.2	19	0
#7 C=CCSc1nnc(NC(=O)CN2C(=O)c3ccc([N+](=O)[O-])cc3C2=O)s1
 : 0.2	-0.7	4	4
#8 COC(CNC(=O)c1ccc(-n2c(=S)[nH]c3ccccc3c2=O)cc1)OC
 : -0.2	-0.1	-4	3
#9 COc1cc(OC)cc(C(=O)OCC(=O)c2cc(C)n(CC3CCCO3)c2C)c1 (stereo not given)
 : -1.5	0.6	0	16
#10 O=C(Nc1ncc(Cc2ccc(Cl)cc2Cl)s1)c1ccc(Cl)cc1
 : 5.7*	-0.1	-4	-12
#11 Cc1ccc(CS(=O)(=O)CC2Nc3ccc(C(=O)O)cc3NC2=O)cc1 (stereo not given)
 : -0.3	-0.1	-10	9
#12 COc1ccc(C)cc1NC(=O)CO/N=C(\N)CC(=O)NC1CCCCC1
 : 0.3	0.2	13	5
#13 Cc1c(C(=O)N(C)C2CCCCC2)sc2ncnc(N3CCC(C)CC3)c12
 : 0.9	0.5	-4	15
#14 COc1ccccc1-c1cnc2c(N3CCN(C)CC3)nccn12
 : 1.7	-0.6	-9	3
#15 CCN1CCc2c(sc(NC(=O)CN3C(=O)c4ccccc4C3=O)c2C(N)=O)C1
 : -1.8	0.1	-3	16
#16 COCC(=O)NNC(=O)COc1ccc2ccccc2c1
 : 0.1	0.1	-4	5
#17 CCOc1cc(C2CC(=O)Nc3cc(OC)c(OC)cc32)ccc1O (stereo not given)
 : -0.1	0.0	-15	6
#18 COc1ccccc1-n1c(SCC(=O)Nc2nc(C)cs2)nnc1-c1ccncc1
 : 1.0	-0.2	51*	-7
#19 CCOc1ccccc1NC(=O)c1c(NCc2ccc(OC)c(OC)c2OC)sc2c1CCCCC2
 : 0.0	1.1	-2	16
#20 N#Cc1nc(-c2ccccc2)oc1NCCCn1ccnc1
 : -0.2	-0.2	-17	-8

Results in GPR151 activ, MITF inh and TEAD-YAP inh (three entries from above):
#	Molecule	GPR151 activ	MITF inh	TEAD-YAP inh
18	COc1ccccc1-n1c(SCC(=O)Nc2nc(C)cs2)nnc1-c1ccncc1	1.0	-7	51*
19	CCOc1ccccc1NC(=O)c1c(NCc2ccc(OC)c(OC)c2OC)sc2c1CCCCC2	0.0	16	-2
20	N#Cc1nc(-c2ccccc2)oc1NCCCn1ccnc1	-0.2	-8	-17

Following part:
Values run as follows: GPR151 activ	FBW7 act	TEAD-YAP inh	MITF inh
#21 O=Cc1ccc(OCC(=O)Nc2ccc(F)cc2)c(Cl)c1
 : -0.8	0.0	-47	1
#22 COC(=O)c1c(NC(=O)CCCOc2cccc(C)c2)sc2c1C(C(=O)OC)CC2 (stereo not given)
 : -0.6	0.0	-3	1
#23 COc1cc(C2C(C#N)=C(N)Oc3[nH]c(=O)[nH]c(=O)c32)cc(OC)c1OC (stereo not given)
 : -0.2	0.2	3	11
#24 O=C1c2cccnc2C(=O)N1CN1CCOCC1
 : -0.5	0.0	-15	24
#25 COc1cc(NC(C)=O)c(OC)cc1N=Nc1c(C)[nH][nH]c1=O
 : -1.4	0.0	-19	-12
#26 Cc1cc(C)c(S(=O)(=O)/N=C2\C=CC(=O)C(Cl)=C2)cc1C
 : 0.1	-0.1	3	13
#27 COc1ccc(-c2nnc(SCC(=O)NCc3ccccc3)nc2-c2ccc(OC)c(OC)c2)cc1OC
 : -0.2	-0.1	47*	-12
#28 CCOc1ccc(CCNC(=O)Cn2c3ccccc3c3nc(=O)cc(C)n32)cc1
 : -1.0	0.8	4	9
#29 CN(C)CCN1C(=O)C(O)=C(C(=O)c2cc3ccccc3o2)C1c1cccc(Cl)c1 (stereo not given)
 : 0.2	-0.1	-4	-11
#30 COc1ccc(C(=O)COC(=O)CNC(C)=O)c(OC)c1
 : -1.6	0.1	2	-15
#31 N#CC1=C(N)OC2=C(C(=O)CCC2)C1c1cc([N+](=O)[O-])ccc1Cl (stereo not given)
 : -0.8	0.0	3	8
#32 CC1(O)Oc2ccccc2OC1c1ccccn1 (stereo not given)
 : 1.4	0.0	2	8
#33 O/N=C/c1cn(-c2ccccc2)nc1-c1cc2ccccc2o1
 : 1.5	0.0	-13	12
#34 COc1ccc(NC(=O)N(Cc2nnc3n2CCCCC3)c2cccc(OC)c2)cc1
 : 3.5	0.0	7	-5
#35 Cc1cc(=O)[nH]c(SC(C)C(=O)Nc2ccccc2)n1 (stereo not given)
 : 0.1	-0.3	-7	-8
#36 Cc1nc(-c2ccc(Cl)cc2)c(C)[nH]1
 : -2.0	-0.1	-52	6
#37 COC(=O)c1ccccc1NC(=O)CSc1nc(-c2ccccc2)cc(=O)[nH]1
 : 1.9	-0.1	-3	-3
#38 Cc1ccc(/C=C2\C(=O)NC(=O)N(c3cccc(Br)c3)C2=O)o1
 : -0.3	0.3	5	21
#39 O=C(NC1CC1)c1ccc(-c2nc(NCCO)c3ncn(CCN4CCCC4=O)c3n2)cc1
 : -1.7	0.3	6	9
#40 Fc1cccc2sc(N3CCN(c4nc5ccccc5s4)CC3)nc12
 : -1.8	0.1	1	-7
#41 CCOc1cccc2sc(NC(=O)c3c(C)cnn3C)nc12
 : 0.5	-0.2	11	2
#42 Cc1cn2c(=O)c(C(=O)N3CCOCC3)cnc2s1
 : -0.1	0.6	-7	18
#43 CC(=O)Oc1ccc(N2C(=O)C3C4C=CC(CC4)C3C2=O)cc1 (stereo not given)
 : 0.1	-0.1	9	0
#44 COCCn1c(SCC(=O)NC2CCCCC2)nnc1-c1ccccc1
 : -0.7	0.3	-1	-11
#45 CC(=O)Nc1ccc2c(c1)C(=O)N(c1cccc(C)c1)C2=O
 : 0.1	-0.1	15	2
#46 COc1cccc(OC)c1C(=O)N1CCN(Cc2ccccn2)CC1
 : 0.9	-0.2	6	50
#47 O=C(Nc1ccc(NC(=O)c2ccc(-c3ccc(Cl)cc3)o2)cc1)c1ccccc1
 : 1.9	1.0	-10	12
#48 O=C(Cn1nc(-c2ccoc2)oc1=O)N1CCc2ccccc21
 : -0.8	0.4	-4	22
#49 CCC(C(=O)N1CCC2(CC1)OCCO2)n1sc2ccccc2c1=O (stereo not given)
 : -0.1	-0.1	-4	-13
#50 CC(=O)c1ccc(N2C(=O)/C(=C3/C(=O)N(C(C)=O)c4ccccc43)SC2=S)cc1
 : -1.3	-0.1	-5	7
#51 C=CCNC(=O)c1nnc2n(c1=O)CCN2c1ccc(C)cc1
 : 1.5	0.0	3	-22
#52 CC(C)n1cnc2c(NCc3nc4ccccc4[nH]3)nc(N3CCOCC3)nc21
 : -0.7	0.2	79*	-2
#53 COC(=O)c1ccc2c(=O)n(C3CCCCC3)c(SCc3ccc(OC(F)(F)F)cc3)nc2c1
 : -1.4	-0.1	-2	-2
#54 c1ccc(C2=Nc3ccccc3C(c3ccccc3)=NN2)cc1
 : 0.5	0.3	-12	11
#55 CCCN1CCN(CCCNC(=O)Cn2ncc3c2-c2ccccc2OC3)CC1
 : -0.7	0.1	-3	5
#56 NC1=NC(=O)C(CC(=O)Nc2cccc(C(=O)Nc3ccc4c(c3)OCCO4)c2)S1 (stereo not given)
 : -1.3	-0.1	16	4
#57 CCN1C(=O)/C(=C/c2ccc(Cl)cc2)N(C)C1=S
 : -0.1	0.0	1	11
#58 Cc1cc(=O)oc2c3c(ccc12)OCN(c1ccc(F)cc1)C3
 : -1.6	0.0	3	1
#59 O=C(O)CC1(CC(=O)NCc2cccc(C(F)(F)F)c2)CCCC1
 : -2.0	0.2	-2	-10
#60 CN(C)S(=O)(=O)c1ccc(C(=O)Nc2cc(=O)n(C)c(=O)n2C)cc1
 : 0.7	1.0	-1	14
#61 Cc1ccc(/C=C/C(=O)c2c(C)nc3ccccn23)cc1
 : -0.6	0.0	-50	-3
#62 COc1ccc(NC(=O)C2CCOC(C)(C)C2)cc1 (stereo not given)
 : -0.1	-0.1	9	-6
#63 Cc1nnn(C23CC4CC(CC(C(=O)N5CCOCC5)(C4)C2)C3)n1
 : 0.4	-0.1	-3	-4
#64 COc1cccc(C2NC(=O)NC(C)=C2C(=O)OC2CCCCCC2)c1 (stereo not given)
 : 1.0	-0.1	-9	-5
#65 COc1cccc(NC(=O)c2cc([N+](=O)[O-])ccc2N2CCCC2)c1
 : 1.6	-0.3	5	-2
#66 CCCN1C2=NC(=O)/C(=C\c3ccc([N+](=O)[O-])o3)N2c2ccccc21
 : 0.2	0.0	1	-5
#67 CCc1cccc(C)c1NC(=O)c1cc(S(=O)(=O)N2CCC3(CC2)OCCO3)ccc1F
 : 1.8	0.0	-4	6
#68 CN(C)C(=O)Cn1c(=O)oc2ccccc21
 : -0.7	0.0	-12	-8
#69 CCOc1ccc(Br)cc1S(=O)(=O)n1ccnc1CC
 : 0.2	-0.1	-4	8
#70 C#CCCCO/N=C1\C[C@@H](O)[C@@H](O)[C@@H]2[C@@H]3C(=O)N(C[C@@H]4CCCO4)C(=O)[C@@H]3CC[C@H]12
 : -0.7	0.3	·	18
#71 COc1ccc(-n2c(=S)[nH]c3cc(C(=O)NCCC4=CCCCC4)ccc3c2=O)cc1
 : -1.1	0.1	1	-14
#72 CCOC(=O)Cc1c(C)nc2c(-c3cccc(Br)c3)cnn2c1C
 : 1.7	0.2	-4	2
#73 COc1ccc(OC)c(NC(=O)CN2C(=O)C(c3ccc(Cl)cc3)=NC2(C)C)c1
 : 2.9	-0.1	0	-8
#74 COCCNC(=O)C(C)n1c2ccccc2c2nc(=O)cc(C)n21 (stereo not given)
 : -0.1	-0.1	-8	0
#75 CNS(=O)(=O)c1ccc(CCC(=O)O)cc1
 : -0.2	0.1	-6	10
#76 Cc1ccc2c(c1)-c1c(ssc1=S)C(C)(C)N2C(=O)c1ccncc1
 : -1.5	-0.8	55*	27
#77 CCCNC(=O)c1cccc(Nc2ccc(-n3ccnc3)cc2)c1
 : -1.4	0.1	-8	3
#78 COCCNC(=O)CN(C)S(=O)(=O)c1ccc(C)cc1
 : -0.1	0.8	8	19
#79 Cn1cc(-c2nc(Nc3ccc(N4CCOCC4)cc3)ncc2F)cn1
 : 1.5	0.8	9	-1
#80 Cc1ccc(CN2CC34C=CC(O3)C(C(=O)NC3CCCCC3)C4C2=O)cc1 (stereo not given)
 : 0.6	0.1	-4	10

Next compounds
Values run as follows: GPR151 activ	FBW7 act	TEAD-YAP inh	MITF inh
#81 COCCCNC(=O)c1ccc(Cl)c([N+](=O)[O-])c1
 : 0.0	0.1	-10	-13
#82 O=C(Nc1ccc(NS(=O)(=O)c2cccs2)cc1)c1ccccc1
 : 0.6	-0.1	-26	8
#83 O=C(OCc1cccc(COC(=O)c2ccc([N+](=O)[O-])cc2)n1)c1ccc([N+](=O)[O-])cc1
 : -0.6	0.0	-1	6
#84 O=C(O)CCN(Cc1ccc(Cl)cc1)S(=O)(=O)c1ccc(Br)cc1
 : 0.6	2.1*	-2	14
#85 Cc1c(C(=O)NC2CCCC(C)C2C)sc2ncn(CC(=O)Nc3cccc(C(F)(F)F)c3)c(=O)c12 (stereo not given)
 : 0.5	0.3	-3	-5
#86 Cc1cccc(N)c1NC(=O)c1ccccc1
 : -1.4	0.1	-7	11
#87 COc1ccc(CN2CCN(Cc3cccc(F)c3)CC2)c(OC)c1
 : -1.7	0.6	-2	85*
#88 Cc1ccc(-c2c(C(=O)NCCN3CCOCC3)oc(=O)c3ccccc23)cc1
 : 0.6	0.0	8	3

Values in list order from the entries so far.
Entries 81–85 in TEAD-YAP inh: -10, -26, -1, -2, -3
Entries 81–85 in MITF inh: -13, 8, 6, 14, -5
Entries 81–85 in FBW7 act: 0.1, -0.1, 0.0, 2.1*, 0.3
